High-throughput results (PubChem BioAssay)
EphB4 ephrin blk – EphB4-ephrin-B2 interaction antagonists, primary screen, biochemical, TNYL-RAW peptide probe, fluorescence polarization. AID 720, 2007. 97,000 compounds, 0.15% hits. Ephrin type-B receptor 4 (Homo sapiens), P54760. inhibition, % at 7 µM. EphB4 LBD / TNYL-RAW-Alexa532 peptide;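 active = inhibition above the screen-wide mean inhibition plus 3 SD, cut at about 15% in these data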;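 also: 0% = DMSO wells and 100% = excess unlabeled TNYL-RAW peptide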
Target sequence (P54760 whole entry, looked up, the tested form may be a part): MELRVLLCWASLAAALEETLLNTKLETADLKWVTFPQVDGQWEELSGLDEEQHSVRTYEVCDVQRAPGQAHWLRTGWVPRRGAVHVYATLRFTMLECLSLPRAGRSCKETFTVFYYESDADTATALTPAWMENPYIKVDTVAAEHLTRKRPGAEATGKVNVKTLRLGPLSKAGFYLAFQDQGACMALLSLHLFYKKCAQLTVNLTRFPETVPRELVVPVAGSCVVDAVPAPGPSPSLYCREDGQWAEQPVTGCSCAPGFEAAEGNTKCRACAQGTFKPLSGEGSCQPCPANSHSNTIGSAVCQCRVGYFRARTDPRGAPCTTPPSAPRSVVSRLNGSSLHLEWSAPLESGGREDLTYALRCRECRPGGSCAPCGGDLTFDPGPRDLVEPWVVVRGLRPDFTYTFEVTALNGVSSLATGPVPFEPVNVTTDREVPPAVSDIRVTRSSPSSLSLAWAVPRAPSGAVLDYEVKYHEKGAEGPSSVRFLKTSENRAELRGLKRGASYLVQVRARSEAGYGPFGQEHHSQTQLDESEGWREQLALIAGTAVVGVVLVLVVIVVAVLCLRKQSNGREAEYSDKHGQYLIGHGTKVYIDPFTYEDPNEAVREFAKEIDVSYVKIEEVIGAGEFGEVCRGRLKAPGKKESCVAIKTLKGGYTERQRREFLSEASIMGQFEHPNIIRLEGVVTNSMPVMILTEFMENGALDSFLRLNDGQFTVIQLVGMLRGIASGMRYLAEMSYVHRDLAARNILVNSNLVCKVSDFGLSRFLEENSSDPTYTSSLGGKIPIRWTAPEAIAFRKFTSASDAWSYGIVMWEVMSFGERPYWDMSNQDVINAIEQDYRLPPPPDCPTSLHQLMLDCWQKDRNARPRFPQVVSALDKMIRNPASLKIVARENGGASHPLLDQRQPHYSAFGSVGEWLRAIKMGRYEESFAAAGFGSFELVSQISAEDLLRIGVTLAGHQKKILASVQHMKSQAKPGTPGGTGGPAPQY
CYP2C9 act – human CYP2C9 activators, primary screen, biochemical, luminescence | recombinant CYP2C9, luciferin-H conversion; hits give high values; factor 1 = untreated enzyme, 0 = blocked | activation factor at 5 µM | AID 1024, 2008 | 96,000 compounds, 1.4% hits;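 active = activation factor of 2 or more for CYP2C9 at a 5 µM dose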;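 also: 0 = sulfaphenazole-blocked wells and 1 = vehicle-only wells; values of inactives mirror those of a sister screen read the other way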
LYP inh 2 – PTPN22 phosphatase inhibitors, primary screen, biochemical, DiFMUP fluorescence, 2 µM. Tyrosine-protein phosphatase non-receptor type 22 (Homo sapiens), Q9Y2R2. recombinant LYP catalytic domain. inhibition, % at 2 µM. 96,000 compounds, 0.21% hits. AID 640, 2007;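 active = inhibition at 2 µM at or above a set limit, the screen mean plus 3 SD, cut at about 24% in these data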;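 also: 0% = DMSO with enzyme and 100% = enzyme fully blocked by orthovanadate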
PLK1 kinase inh – human PLK1 kinase inhibitors, primary screen, biochemical, TR-FRET | 97,000 compounds, 0.53% hits | inhibition, % at 10 µM | recombinant PLK1 kinase, TR-FRET peptide phosphorylation | Serine/threonine-protein kinase PLK1 (Homo sapiens), P53350 | AID 619, 2007;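 active = inhibition of 50% or more in the single-concentration screen; inactive = inhibition below 50%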;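 also: 0% = DMSO max control and 100% = H-89 dihydrochloride min control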
Rev-RRE block – HIV-1 Rev-RRE binding inhibitors, primary screen, biochemical, FRET, protein-RNA interaction. P05866. Rev peptide-RRE RNA binding. inhibition, % at 8 µM. 97,000 compounds, 0.79% hits. AID 704, 2007;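 active = inhibition above the screen-wide mean plus 3 SD, cut at about 35% in these data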;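 also: 0% = median DMSO wells and 100% = median Neomycin B control wells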
Target sequence (P05866 whole entry, looked up): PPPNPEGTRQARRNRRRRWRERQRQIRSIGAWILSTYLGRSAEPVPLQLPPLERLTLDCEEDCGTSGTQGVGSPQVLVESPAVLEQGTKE
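System: Cy5-labelled duplex RRE RNA binding fluorescein-labelled HIV Rev peptide; Signal: fluorescein-to-Cy5 FRET, 480 nm excitation; Also added: labelled Rev peptide; Compound: one concentration, 8 µM nominal; Buffer or medium: HEPES pH 7.5 salt buffer with EDTA; Read-out: % inhibition of FRET ratio versus controls; Schedule: 5 min preincubation and 15 min binding, 25 °C.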
PTPN22 act – LYP phosphatase activators, primary screen, biochemical, DiFMUP fluorescence, 2 µM; recombinant LYP; 0 = plate median, 100 = signal doubled; activation, % at 2 µM; 96,000 compounds, 0.11% hits; Tyrosine-protein phosphatase non-receptor type 22 (Homo sapiens), Q9Y2R2; AID 697, 2007;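 active = activation at 2 µM above a set limit, the mean plus 5 SD, cut at about 37% in these data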
Plk1 PBD FP – Plk1 polo box domain binding inhibitors, primary screen, biochemical, fluorescence polarization | Serine/threonine-protein kinase PLK1 (Homo sapiens), P53350 | Plk1 PBD phosphopeptide binding | inhibition, %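 (tested at about 20 µM)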 | AID 693, 2007 | 97,000 compounds, 0.13% hits; in the data active = inhibition above about 34%, passing the limit was not always enough
Calb biofilm kill – clotrimazole potentiators killing Candida biofilms, primary screen, with clotrimazole, Alamar Blue; C. albicans biofilm + clotrimazole; inhibition, % at 6 µM; 85,000 compounds, 0.14% hits; AID 834, 2007;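 active = inhibition above 20%; inactive = inhibition below 20%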;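 also: preformed 24 hr biofilms exposed to compound for 48 hr; 0% = biofilm without compound and 100% = blank killed by clotrimazole plus chlorhexidine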
CYP2C9 inhib – blockers of cytochrome P450 2C9 activity – biochemical, luminescence, ADME assay, primary screen; CYP2C9 Supersomes, luciferin-H conversion; inhibition, % at 5 µM; 96,000 compounds, 20% hits; AID 777, 2007;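 active = blocking of liver enzyme CYP2C9 beyond about 50% at 5 µM, limit read from the data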; also: values of inactives mirror those of a sister screen read the other way
The depositor's hits bear a star; x = not tested or not shown; [ ] = remark or other dose. An unsorted share of the library; any-hit rate near 20%.

SMILES	EphB4 ephrin blk	CYP2C9 act	LYP inh 2	PLK1 kinase inh	Rev-RRE block	PTPN22 act	Plk1 PBD FP	Calb biofilm kill	CYP2C9 inhib
Cn1c(COc2nnc(-c3ccc(Cl)cc3)c3ccccc23)nc2ccccc21	-2	0.9	8	-7	0	-4	20	x	13
Cc1ccc(-c2n[nH]c(=S)n2-c2ccccc2)cc1	2	x	-4	-9	-3	3	-12	7	x
COc1ccc(N=c2scc(-c3ccc(OC)cc3)n2CCO)cc1	2	x	-10	-6	-3	7	15	6	x
COc1ccc(-c2cc3nnc(-c4ccccc4)nc3s2)cc1	-8	x	-2	-10	4	-1	-9	8	x
O=C(c1ccco1)N1CCN(C(c2ccc(Cl)cc2)c2nnnn2Cc2ccccc2)CC1 (stereo not drawn)	-4	x	2	1	0	-7	-17	11	x
COc1cccc(/C=N/NC(=O)c2cc(-c3cccn3C)n[nH]2)c1	-5	1.1	-3	-9	-7	6	-9	x	-12
COCCn1nnnc1C(c1ccccc1OC)N1CCN(c2ccccc2)CC1 (stereo not drawn)	0	0.9	-5	-11	9	2	-20	4	10
Cc1ccc(C(=O)O/N=C(\N)c2ccc(Br)cc2)cc1C	-3	1.5	1	4	14	0	9	-1	-46
O=C(NCc1ccc2c(c1)OCO2)C12CC3CC(CC(C3)C1)C2	-4	0.6	-4	-14	-3	0	6	9	38
CCOc1ccc(N2C(=O)c3cccnc3C2Nc2ccc(Cl)cc2)cc1 (stereo not drawn)	0	0.7	0	-10	7	-2	1	6	27
CCOc1cccc(/C(O)=C2/C(=O)C(=O)N(CCN3CCOCC3)C2c2cccnc2)c1 (stereo not drawn)	5	1	6	-2	7	-6	-17	x	-3
CCCN(CCC)C(=S)NC(=O)c1ccc(Cl)cc1Cl	1	0.8	2	-8	2	2	9	x	19
Cc1ccc(-c2noc(CC(c3ccccc3)c3ccccc3)n2)cc1	-1	0.4	4	4	26	-4	-16	-2	55*
CCOc1ccc(-c2csc(C3COc4ccccc4O3)n2)cc1 (stereo not drawn)	-9	x	-8	-10	0	10	-29	x	x
Cc1ccc(NC(=O)Cn2c(=O)oc3cc(S(=O)(=O)N4CCC(C)CC4)ccc32)cc1C	-13	0.3	-1	-12	2	0	25	5	67*
Cc1cc(N2CCN(C)CC2)nc2ccc(NC(=O)CCC(=O)NCCC3=CCCCC3)cc12	3	x	16	-19	11	-12	8	x	x
Cn1c(=O)[nH]c(=O)c2c1nc(N1CCOCC1)n2CCCSc1ncccn1	1	0.9	-7	-14	5	7	-11	1	7
C=CCNC(=O)c1onc(CSc2ccc(C)c(C)c2)c1C(=O)O	3	0.1	6	-13	1	-3	-5	x	88*
COc1cccc(/C=N/NC(=O)CSCC(=O)Nc2ccccc2)c1O	-3	0.6	-8	-19	4	12	-12	x	36
Cc1ccc(OCCSc2ncnc3sc(C)c(C)c23)cc1C	6	1	8	-14	7	-4	21	x	4
COc1ccc(CCn2c(C)cc(C(=O)CSc3nnnn3-c3ccccc3)c2C)cc1OC	11	2.1*	11	-10	4	-10	21	5	-115
O=C(Nc1nccs1)c1ccc(S(=O)(=O)NCC2CCCCC2)cc1	4	0.9	-4	-7	15	2	7	5	10
CCCCOc1ccc(Cl)cc1CSc1n[nH]c(C)n1	15	0.4	14	-3	13	-12	4	1	64*
O=c1n(Cc2ccccc2F)c2ccccc2n1Cc1ccccc1F	-5	x	2	-10	11	-2	4	4	x
O=C(NCc1ccc(F)cc1)C(c1ccccc1)N(CC1CCCO1)C(=O)Cn1nnc2ccccc21 (stereo not drawn)	-1	x	5	-11	0	-8	-33	8	x
Cc1cc(=O)[nH]c2c1c(C)nn2C1CCCC1	-8	1.1	-5	-8	2	-1	7	-3	-6
O=S(=O)(NCCSc1ccc(Cl)cc1)c1ccc2c(c1)OCCO2	3	0.4	1	-1	16	-2	-1	4	63*
COc1ccc(OC)c(S(=O)(=O)N2CCC(C(=O)NCc3ccccc3)CC2)c1	2	3.7*	-3	-19	0	0	3	2	-268
C=C(Br)Cn1c(CCCC)nc2ccccc21	-2	0.7	-3	-9	3	5	-14	2	35
O=C(Nc1ccc(CN2CCCCC2)cc1)c1ccc2c(c1)OCO2	-1	1	6	1	-6	-10	5	6	-2
COC(=O)c1oc2ccccc2c1N	2	1.1	-10	-4	7	10	29	4	-9
CCCSC1=C(C#N)C(c2cccs2)C(C(=O)Nc2ccccc2)=C(C)N1 (stereo not drawn)	1	x	-6	-11	9	4	-12	5	x
Clc1ccc(NCc2nncn2-c2ccccc2)cc1	-1	0.7	8	-12	5	-8	6	3	26
CCOC(=O)CCC(=O)NCc1ccc2c(c1)cc(C)n2C	-6	1.4	-6	-16	10	4	20	6	-45
COc1ccc(C(=O)NCC(=O)O)cc1	1	1.3	4	-6	8	-4	17	7	-29
O=S(=O)(c1ccc(F)cc1)N1CCCC(CO)C1 (stereo not drawn)	-3	0.6	-11	-8	9	15	-9	1	45
CCOc1ncccc1C(=O)OCC(=O)NCCc1ccccc1	10	0.8	-2	-6	10	-1	-8	-4	16
Cc1c(NS(=O)(=O)N2CCCCC2)c(=O)n(-c2ccccc2)n1C	-1	0.9	0	-1	2	1	-2	1	10
Cc1ccc(-c2ccc(/C=C(\C#N)C(=O)Nc3cc(C)nn3-c3ccccc3)o2)cc1	1	1	1	-9	103*[fluorescence artefact?]	-4	41	x	-4
CN(C(=O)CSc1nnc(NC2CCCCC2)s1)C1CCS(=O)(=O)C1 (stereo not drawn)	3	1	4	-1	7	-4	25	5	4

An excerpt of these results, with two lines to a compound.
The line under a structure holds: EphB4 ephrin blk | CYP2C9 act | LYP inh 2 | PLK1 kinase inh | Rev-RRE block | PTPN22 act | Plk1 PBD FP | Calb biofilm kill | CYP2C9 inhib
> Clc1ccc(NCc2nncn2-c2ccccc2)cc1
    -1 | 0.7 | 8 | -12 | 5 | -8 | 6 | 3 | 26
> Cc1ccc(NC(=O)Cn2c(=O)oc3cc(S(=O)(=O)N4CCC(C)CC4)ccc32)cc1C
    -13 | 0.3 | -1 | -12 | 2 | 0 | 25 | 5 | 67*

The listing continues:
SMILES	EphB4 ephrin blk	CYP2C9 act	LYP inh 2	PLK1 kinase inh	Rev-RRE block	PTPN22 act	Plk1 PBD FP	Calb biofilm kill	CYP2C9 inhib
CCCCN(C)C(=O)c1cn(C)c2ccc(S(=O)(=O)N(C)C)cc2c1=O	-4	x	-3	-12	-2	1	-2	3	x
COc1ccc2nc(NC(=O)CSc3nc(C)cc(C)n3)sc2c1	0	0.2	-6	-7	6	7	-10	11	84*
COc1ccc(N2CC(C(=O)Nc3ccc4c(c3)OCO4)CC2=O)cc1 (stereo not drawn)	2	0.9	-1	-12	5	1	-7	12	13
CN(Cc1ccc(-n2cccn2)cc1)C(=O)c1cnn2c1NC(c1ccco1)CC2C(F)(F)F (stereo not drawn)	0	0.2	5	-11	13	-10	15	9	78*
O=C(Oc1ccc([N+](=O)[O-])cc1)c1ccc2ccccc2n1	4	1.3	-21	-9	7	18	18	x	-29
CCc1ccc(-n2c(O)cnc2Nc2nc(C)cc(C)n2)cc1	x	0.8	3	-7	x	-5	1	5	17
CCC1Oc2ccc(C)cc2N(CC(=O)N(Cc2cccnc2)Cc2ccc(C)o2)C1=O (stereo not drawn)	1	0.4	-16	-12	3	13	-22	5	63*
Clc1ccccc1OCCN1CCCCC1	3	1	6	-11	6	-8	-13	1	3
COc1ccc(C(=O)/C=C/c2ccccc2F)c(OC(=O)c2ccc([N+](=O)[O-])cc2)c1	-11	0.7	-1	-5	4	-2	-28	x	33
Cc1ccc(CCC(=O)Nc2ccc(S(N)(=O)=O)cc2)o1	8	1.2	10	-11	11	-9	-11	5	-19
CC(NC(=O)Nc1nnc(C(F)(F)F)s1)(C(F)(F)F)C(F)(F)F	-3	0.3	3	9	8	-3	4	9	66*
O=C(NNC(=O)[C@@H]1CCCC[C@@H]1C(=O)O)c1cccs1	2	x	-6	-4	5	2	-3	5	x
Cn1c(=O)c(=O)n(C)c2cc(S(=O)(=O)N3CCc4ccccc43)ccc21	4	0.5	4	-2	0	-6	-17	0	54*
Cc1c(C(=O)N(C)C)sc(NC(=O)c2cccc([N+](=O)[O-])c2)c1C#N	3	1.1	3	-7	7	-6	-6	x	-11
O=C(Cn1cnc2c(nnn2Cc2ccc(F)cc2)c1=O)NC1CCCC1	-7	1.2	-16	-9	2	14	-3	-5	-16
O=[N+]([O-])c1ccc(-c2csc3[n+]2CCS3)cc1	-7	1	0	-8	1	2	-3	1	-2
O=C(CSc1nc(-c2ccccc2)cc(C(F)(F)F)n1)NCCN1CCOCC1	1	0.7	-38	-12	0	33	15	-6	27
Cc1cc(C(F)(F)F)nc(SCC(=O)NC2CC3CCC2C3)n1 (stereo not drawn)	6	2.1*	3	-3	7	-4	2	6	-111
c1ccc(-c2ccc(-c3csnn3)cc2)cc1	1	0.9	4	-12	5	-2	20	x	10
COCCn1c(SCC(=O)Nc2sc(C)c(C)c2C#N)nnc1C(C)C	-7	0.1	3	16	2	-5	13	5	92*
CC(=O)NC1(c2cccc(F)c2)CCN(CC(=O)NC(C)C)CC1	0	1	-7	-7	4	7	16	4	4
CC(C)(C)NC(=O)CN(C(=O)CSc1nnc(COc2ccccc2)o1)c1cccc(F)c1	2	0.6	5	-11	6	-3	4	-3	45
O=S(=O)(NCC(c1cccnc1)N1CCOCC1)c1cccs1 (stereo not drawn)	-6	x	6	-12	3	-3	-10	2	x
CCC(=O)N1CCc2cc(Br)cc(S(=O)(=O)CCC(=O)NCc3ccco3)c21	-3	x	-5	-9	3	4	-3	-4	x
O=C(CCCCn1c(=O)[nH]c2ccccc2c1=O)N1CCN(c2cccc(C(F)(F)F)c2)CC1	10	0.5	5	-12	9	-4	-11	2	49
CCCCCn1c(=O)[nH]c2cc(C(=O)NCCc3ccc(OC)c(OC)c3)ccc2c1=O	4	0.3	6	-12	-4	-7	-6	x	70*
O=C(CCCn1c(=S)[nH]c2cc3c(cc2c1=O)OCO3)N1CCN(c2ccccc2F)CC1	5	0.7	0	-13	-1	-3	1	4	30
O=c1c(-c2nc3ccccc3s2)cccn1Cc1ccccc1	-2	0.9	8	1	4	-5	23	x	15
CC(=O)c1ccc(OCC(O)CN2CCN(Cc3ccccc3)CC2)cc1 (stereo not drawn)	0	1	x	65*	0	x	0	6	-3
O=C1CCc2cc(S(=O)(=O)N3CCCC3C(=O)N3CCN(c4ccccc4F)CC3)ccc2N1 (stereo not drawn)	-9	0.5	1	-3	-2	-2	0	8	46
C=C1c2cc(C)ccc2NC(=O)N1c1ccc(C)cc1	-14	1	4	2	3	-3	-14	5	4
CCOC(=O)c1cccc(NC(=O)CN(c2ccc(OC)cc2)S(=O)(=O)c2c(C)noc2C)c1	-6	0.1	5	-7	1	-7	-14	6	94*
CS(=O)(=O)c1ccc(Cl)c(S(=O)(=O)NCc2ccccc2)c1	-4	1	8	-14	1	-10	-10	4	2
COc1cc(/C=N/n2cnnc2)ccc1OC(=O)c1cccnc1	-7	0.6	2	-10	-3	-4	6	1	42
CN(C)C(=O)Nc1cnc2ccccc2c1	-3	1	-11	-6	4	9	13	-2	4
